Compound activity deposited in PubChem BioAssay by Broad Institute.
Mtb BioA inh = inhibitors of Mycobacterium tuberculosis BioA enzyme | purified M. tuberculosis BioA enzyme, plate reader | 360,000 tested, 0.096% active | inhibition, % at 9.99 µM; in the data active = inhibition above about 40%
Numbers without * were called inactive. These rows are one share of the data. The share of hits here may be higher or lower than overall.

SMILES	Mtb BioA inh
CO[C@H]1CN(C)C(=O)c2cc(C#N)ccc2OC[C@@H]2O[C@@H](CC[C@H]2OC)CCN(C)C(=O)[C@@H]1C	-0.4
CC(C)C(=O)Nc1ccc2c(c1)C(=O)N(C)[C@@H]1CC[C@@H](CC(=O)NCC3CC3)O[C@H]1CO2	-0.1
COc1ccc(S(=O)(=O)Nc2ccc3c(c2)CC(=O)N([C@@H](C)CO)C[C@H](C)[C@@H](CN(C)Cc2ccncc2)O3)cc1	-3.7
CO[C@H]1CN(C)C(=O)c2cc(NC(C)=O)ccc2OC[C@H](C)N(Cc2ccccc2F)C[C@H]1C	1.0
CO[C@@H]1CN(C)C(=O)c2ccc(NC(=O)C3CCCC3)cc2OC[C@@H](C)N(Cc2nccs2)C[C@H]1C	1.3
O=C(CCN1CCCCC1)N[C@H]1CC[C@H](CCNS(=O)(=O)c2ccccc2)O[C@H]1CO	3.4
CO[C@H]1CN(C)C(=O)c2cc(NC(=O)Nc3cccc(F)c3)ccc2OC[C@@H](C)N(C(=O)C2CC2)C[C@@H]1C	1.4
O=C(C[C@H]1C[C@H]2c3cc(NC(=O)c4ccc5c(c4)OCO5)ccc3O[C@H]2[C@H](CO)O1)NCc1ccc(Cl)cc1	-1.1
CCCC#Cc1cnc2c(c1)C(=O)N([C@H](C)CO)C[C@H](C)[C@@H](CN(C)C(=O)NCCC)O2	-1.9
N#C[C@H]1[C@H](c2ccc(-c3cncnc3)cc2)[C@@H](CO)N1C(=O)C1CCC1	0.0
O=C(C1CC1)N1C[C@@H]2[C@H](c3ccccc31)[C@H](CO)N2Cc1ccccc1Cl	-0.8
COc1ccc(C#Cc2ccc3c(c2)[C@H]2[C@H](CCN2S(=O)(=O)C2=NC(C)C=N2)[C@@H](CO)N3C)cc1 (some centres not stated)	5.6
O=C(C[C@@H]1C=C[C@H](NC(=O)CC2CC2)[C@@H](CO)O1)NCC(F)(F)F	-0.3
C[C@H]1CN([C@@H](C)CO)C(=O)c2cc(NC(=O)C3CC3)ccc2O[C@H]1CN(C)CC1CCCCC1	0.1
C[C@@H]1CCCCO[C@H](CN(C)Cc2ccncc2)[C@@H](C)CN([C@@H](C)CO)C(=O)c2cc(NC(=O)Nc3cccc4ccccc34)ccc2O1	2.6
C[C@@H]1CN([C@H](C)CO)C(=O)c2cccc(NC(=O)c3nc4ccccc4s3)c2O[C@H]1CN(C)Cc1ccc(C(=O)O)cc1	-0.5
CN1C(=O)c2cc(NC(=O)NC3CCCC3)ccc2OC[C@@H]2O[C@@H](CC(=O)NC3CCC3)CC[C@H]21	0.7
CN(C)C(=O)C[C@H]1C[C@@H]2c3cc(NS(C)(=O)=O)ccc3O[C@@H]2[C@H](CO)O1	-3.2
CN1C(=O)c2cc(NS(C)(=O)=O)ccc2OC[C@@H]2O[C@H](CC(=O)N3CCOCC3)CC[C@@H]21	-1.6
C[C@H](CO)N1C[C@H](C)[C@@H](CN(C)C(=O)Nc2ccc(N3CCCCC3)cc2)OCc2cnnn2CCCC1=O	-0.2
COc1ccc(NC(=O)N2CC[C@@H]3[C@H]2c2cc(Br)ccc2N(C)[C@H]3CO)cc1	1.4
C[C@@H]1CCCCO[C@H](CN(C)S(=O)(=O)c2ccc(Cl)cc2)[C@@H](C)CN([C@H](C)CO)C(=O)c2cc(NC(=O)Cc3ccccc3)ccc2O1	-0.4
CN(C)C(=O)[C@@H]1[C@@H](CO)[C@@H]2Cn3c(ccc(C4=CCCC4)c3=O)[C@@H]2N1C(=O)Cc1cccnc1	-1.2
C[C@H](CO)N1C[C@H](C)[C@H](CN(C)CC2CCCCC2)Oc2c(NC(=O)c3ccc(-c4nccs4)cc3)cccc2C1=O	-2.5
Cc1ccc(-c2cnc3c(c2)C(=O)N([C@H](C)CO)C[C@H](C)[C@@H](CN(C)CC2CCOCC2)O3)cc1	0.6
COc1ccc(S(=O)(=O)Nc2ccc3c(c2)CC(=O)N([C@H](C)CO)C[C@H](C)[C@@H](CN(C)Cc2ccc(C(F)(F)F)cc2)O3)cc1	-2.4
CNC[C@H]1Oc2c(NC(=O)c3cnccn3)cccc2C(=O)N([C@H](C)CO)C[C@H]1C	0.4
COCC(=O)N(C)C[C@@H]1[C@@H](c2ccccc2)[C@H](CO)N1C(=O)NC(C)C	-1.0
CNC[C@@H]1Oc2ccc(NC(=O)NC(C)C)cc2C(=O)N([C@H](C)CO)C[C@@H]1C	-2.9
COc1cccc(NC(=O)N2C[C@H](O)COC[C@@H]3O[C@@H](CC(=O)NC4CCCC4)CC[C@H]32)c1	-0.7
COc1ccc(NC(=O)Nc2ccc3c(c2)CC(=O)N([C@@H](C)CO)C[C@H](C)[C@@H](CN(C)Cc2ccc(C(=O)O)cc2)O3)cc1	-1.5
O=C(C[C@H]1CC[C@H]2[C@@H](COC[C@@H](O)CN2Cc2cc(F)ccc2F)O1)NCc1ccc(Oc2ccccc2)cc1	-2.5
C[C@@H]1CN([C@H](C)CO)S(=O)(=O)c2ccc(C#CC3CC3)cc2O[C@H]1CN(C)C(=O)C1CCC1	0.9
Cc1cccc(S(=O)(=O)N2CC[C@@H]3[C@H]2c2cc(C4=CCCCC4)ccc2N[C@@H]3CO)c1	-1.3
C[C@H](O)C#Cc1ccc2c(c1)O[C@H](CN(C)C(=O)C1CCC1)[C@@H](C)CN([C@@H](C)CO)S2(=O)=O	-0.8
C[C@@H]1CN([C@@H](C)CO)C(=O)c2cc(NC(=O)Cn3cnnn3)ccc2O[C@@H]1CN(C)Cc1ccncc1	-0.1
CO[C@@H]1CN(C)C(=O)c2ccc(NS(=O)(=O)c3cccc(Cl)c3)cc2OC[C@@H](C)NC[C@H]1C	0.6
C=CCNC(=O)[C@H]1[C@@H]2C(=O)O[C@@H](c3ccccc3)[C@@H](c3ccccc3)N2[C@@H](c2ccc(OCCO)cc2)[C@]12C(=O)Nc1ccc(C#CCC(C(=O)OC)C(=O)OC)cc12	-2.4
C[C@@H]1CN([C@H](C)CO)C(=O)c2cccc(NC(=O)C3CC3)c2O[C@H]1CN(C)Cc1ccc(C(=O)Nc2ccccc2N)cc1	0.3
C[C@@H]1CN([C@H](C)CO)C(=O)Cc2cc(NS(=O)(=O)c3cccs3)ccc2O[C@@H]1CN(C)Cc1ccc(C(F)(F)F)cc1	-0.5

Pulled by structure from above, 4 records:
SMILES	Mtb BioA inh
C[C@@H]1CN([C@@H](C)CO)C(=O)c2cc(NC(=O)Cn3cnnn3)ccc2O[C@@H]1CN(C)Cc1ccncc1	-0.1
CO[C@@H]1CN(C)C(=O)c2ccc(NS(=O)(=O)c3cccc(Cl)c3)cc2OC[C@@H](C)NC[C@H]1C	0.6
COc1ccc(NC(=O)Nc2ccc3c(c2)CC(=O)N([C@@H](C)CO)C[C@H](C)[C@@H](CN(C)Cc2ccc(C(=O)O)cc2)O3)cc1	-1.5
C[C@@H]1CN([C@H](C)CO)C(=O)Cc2cc(NS(=O)(=O)c3cccs3)ccc2O[C@@H]1CN(C)Cc1ccc(C(F)(F)F)cc1	-0.5

The list goes on.
SMILES	Mtb BioA inh
COc1ccc(S(=O)(=O)N(C)C[C@@H]2Oc3ccc(NC(=O)Nc4ccc(C(F)(F)F)cc4)cc3CC(=O)N([C@@H](C)CO)C[C@H]2C)cc1	-2.7
COc1ccc(NC(=O)Nc2cccc3c2O[C@H](CN(C)Cc2ccc(-c4ccccc4)cc2)[C@H](C)CN([C@@H](C)CO)C3=O)cc1	-3.4
COCC#Cc1ccc2c(c1)O[C@H](CN(C)S(=O)(=O)c1cccc(F)c1)[C@@H](C)CN([C@@H](C)CO)S2(=O)=O	0.0
CCCN1C[C@H](C)[C@H](OC)CN(C)C(=O)c2ccc(NC(=O)c3ccccc3)cc2OC[C@H]1C	0.7
CCCNC(=O)N1C[C@@H]2[C@H](c3ccccc31)[C@@H](CO)N2CC1CCCCC1	2.9
C[C@@H]1CCCCO[C@@H](CN(C)C(=O)C2CCCCC2)[C@@H](C)CN([C@H](C)CO)C(=O)c2cc(NS(=O)(=O)c3ccc(Cl)cc3)ccc2O1	-0.8
O=C(C[C@@H]1C[C@@H]2c3cc(NC(=O)NC4CCCC4)ccc3O[C@@H]2[C@@H](CO)O1)NCCN1CCCCC1	0.6
COc1ccccc1NC(=O)N[C@H]1CC[C@@H](CC(=O)NCc2ccc(Cl)c(Cl)c2)O[C@H]1CO	0.2
C[C@@H]1CN([C@H](C)CO)C(=O)c2cccc(NS(=O)(=O)c3cccs3)c2O[C@H]1CN(C)C(=O)Nc1ccccc1	-1.4
O=C(C[C@H]1CC[C@H]2[C@@H](COC[C@@H](O)CN2S(=O)(=O)c2ccccc2)O1)Nc1ccc(-c2ccccc2)cc1	-0.6
C[C@H](CO)N1C[C@H](C)[C@@H](CN(C)C(=O)c2ccncc2)OCCCC[C@H](C)Oc2ccc(NC(=O)NC3CCCCC3)cc2C1=O	-2.5
C[C@H](CO)N1C[C@H](C)[C@@H](CN(C)C(=O)Nc2ccccc2)Oc2cc(C#CC3(O)CCCC3)ccc2S1(=O)=O	-5.3
COc1ccc(NC(=O)Nc2ccc3c(c2)[C@H]2C[C@H](CC(=O)NCc4ccc5c(c4)OCO5)O[C@H](CO)[C@H]2O3)cc1	1.2
C[C@H](CO)N1C[C@H](C)[C@@H](CN(C)CC2CCOCC2)Oc2ncc(C#Cc3ccccc3)cc2C1=O	-1.5
COc1ccccc1NC(=O)N(C)C[C@@H]1Oc2ncc(C#CCN(C)C)cc2C(=O)N([C@@H](C)CO)C[C@@H]1C	-8.2
CC(=O)N(C)C[C@H]1Oc2cc(C#Cc3ccccn3)ccc2S(=O)(=O)N([C@@H](C)CO)C[C@@H]1C	-1.1
CO[C@@H](CN(C)C(=O)C1CCOCC1)[C@H](C)CN([C@H](C)CO)S(=O)(=O)c1ccccc1	0.2
C[C@H]1CN([C@@H](C)CO)C(=O)Cc2cc(NC(=O)c3ccncc3)ccc2O[C@H]1CN(C)C(=O)Nc1ccc(F)cc1	0.2
O=C(Nc1cccc(F)c1)N1CCCCN2[C@H](CO)[C@H](c3ccc(-c4ccccc4F)cc3)[C@@H]2C1	-1.9
COc1ccc(-c2ccc3c(c2)O[C@@H](CN(C)CC2CCOCC2)[C@@H](C)CN([C@H](C)CO)S3(=O)=O)cc1	-2.1

Grouped by structure, the compounds so far with a Cl atom.
SMILES	Mtb BioA inh
O=C(C[C@H]1C[C@H]2c3cc(NC(=O)c4ccc5c(c4)OCO5)ccc3O[C@H]2[C@H](CO)O1)NCc1ccc(Cl)cc1	-1.1
O=C(C1CC1)N1C[C@@H]2[C@H](c3ccccc31)[C@H](CO)N2Cc1ccccc1Cl	-0.8
C[C@@H]1CCCCO[C@H](CN(C)S(=O)(=O)c2ccc(Cl)cc2)[C@@H](C)CN([C@H](C)CO)C(=O)c2cc(NC(=O)Cc3ccccc3)ccc2O1	-0.4
CO[C@@H]1CN(C)C(=O)c2ccc(NS(=O)(=O)c3cccc(Cl)c3)cc2OC[C@@H](C)NC[C@H]1C	0.6
C[C@@H]1CCCCO[C@@H](CN(C)C(=O)C2CCCCC2)[C@@H](C)CN([C@H](C)CO)C(=O)c2cc(NS(=O)(=O)c3ccc(Cl)cc3)ccc2O1	-0.8
COc1ccccc1NC(=O)N[C@H]1CC[C@@H](CC(=O)NCc2ccc(Cl)c(Cl)c2)O[C@H]1CO	0.2

The results go on:
SMILES	Mtb BioA inh
CN1C(=O)c2cc(NS(=O)(=O)c3ccc(F)cc3)ccc2OC[C@@H]2O[C@H](CC(=O)O)CC[C@H]21	-2.1
CCCN(C)C[C@H]1Oc2cc(C#CC(C)(C)O)ccc2S(=O)(=O)N([C@H](C)CO)C[C@H]1C	1.1
C[C@@H]1CCCCO[C@H](CN(C)C(=O)Cc2ccccc2)[C@H](C)CN([C@H](C)CO)C(=O)c2cc(NC(=O)c3ccccc3)ccc2O1	-4.9
COCC(=O)Nc1ccc2c(c1)[C@H]1C[C@H](CC(=O)N[C@@H](C)c3ccccc3)O[C@H](CO)[C@H]1O2	-2.2
CCC(=O)N(C)C[C@@H]1Oc2ncc(/C=C/c3ccccc3)cc2C(=O)N([C@H](C)CO)C[C@@H]1C	-0.6
C[C@H](CO)N1C[C@H](C)[C@@H](CN(C)S(=O)(=O)c2cn(C)cn2)OCCCC[C@H](C)Oc2ccc(NC(=O)CCC(F)(F)F)cc2C1=O	-1.7
C[C@@H](NC(=O)C[C@@H]1CC[C@@H](NC(=O)CN2CCOCC2)[C@@H](CO)O1)c1ccccc1	1.7
CC(C)NC(=O)Nc1ccc2c(c1)C(=O)N([C@H](C)CO)C[C@H](C)[C@H](CN(C)C(=O)Nc1ccccc1)OCCCC[C@@H](C)O2	-1.3
CCC(=O)N(C)C[C@@H]1Oc2ncc(C#CCC3CCCC3)cc2C(=O)N([C@@H](C)CO)C[C@H]1C	-0.3
COc1ccc(CN(C)C[C@@H]2OCCCC[C@@H](C)Oc3ccc(NC(=O)Nc4ccccc4)cc3C(=O)N([C@@H](C)CO)C[C@@H]2C)cc1	-0.6
CC(C)CNC(=O)[C@@]1(C)c2ccccc2C(=O)N(Cc2ccccc2)[C@H]1c1ccc(CO)cc1	-0.9
C[C@H](CO)N1C[C@H](C)[C@@H](CN(C)C(=O)Cc2ccccc2)Oc2ncc(C#CC3(O)CCCC3)cc2C1=O	0.9
COc1ccc(S(=O)(=O)N2C[C@H](O)COC[C@@H]3O[C@H](CC(=O)N[C@@H]4CCN(Cc5ccccc5)C4)CC[C@H]32)cc1	1.2
Cc1ccccc1-c1ccc([C@@H]2[C@H](CO)N3CCCCN(C(=O)CN4CCOCC4)C[C@@H]23)cc1	7.4
COC(=O)C[C@H]1CC[C@H]2NC[C@H](O)COC[C@@H]2O1	-1.6
O=S(=O)(Cc1ccccc1)N1CCCCN2[C@@H](CO)[C@@H](c3ccc(C#Cc4ccccc4)cc3)[C@@H]2C1	-2.4
C[C@@H]1CCCCO[C@H](CN(C)C(=O)CCCN(C)C)[C@H](C)CN([C@@H](C)CO)C(=O)c2cc(NS(=O)(=O)c3ccc(F)cc3)ccc2O1	-0.9
CCCC#Cc1ccc([C@H]2[C@@H](CO)N3CCCCN(CC4CCOCC4)C[C@H]23)cc1	5.5
COCC#Cc1ccc2c(c1)O[C@@H](CN(C)C(=O)COC)[C@@H](C)CN([C@H](C)CO)S2(=O)=O	-1.2
Cc1noc(C)c1S(=O)(=O)Nc1ccc2c(c1)C(=O)N([C@H](C)CO)C[C@@H](C)[C@@H](CN(C)C(=O)c1ccccc1)OCCCC[C@H](C)O2	-2.0
